Compound activity from PubChem.
B2AR arrestin ag: beta-arrestin recruitment by human beta2-adrenergic receptor ligands; P07550; HTLA Tango cells, beta-arrestin recruitment, luciferase luminescence, 18 h; Potency, µM (titrated, usually from 46.1 µM), for inactives: at the top dose activation, usual class: activators; 44,000 tested, under 10 active; AID 1347077;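 note: potency is the fitted concentration of half-maximal effect; 0% = DMSO and full agonism = EC100 isoproterenol or metaproterenol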
Target sequence (P07550 whole entry, looked up): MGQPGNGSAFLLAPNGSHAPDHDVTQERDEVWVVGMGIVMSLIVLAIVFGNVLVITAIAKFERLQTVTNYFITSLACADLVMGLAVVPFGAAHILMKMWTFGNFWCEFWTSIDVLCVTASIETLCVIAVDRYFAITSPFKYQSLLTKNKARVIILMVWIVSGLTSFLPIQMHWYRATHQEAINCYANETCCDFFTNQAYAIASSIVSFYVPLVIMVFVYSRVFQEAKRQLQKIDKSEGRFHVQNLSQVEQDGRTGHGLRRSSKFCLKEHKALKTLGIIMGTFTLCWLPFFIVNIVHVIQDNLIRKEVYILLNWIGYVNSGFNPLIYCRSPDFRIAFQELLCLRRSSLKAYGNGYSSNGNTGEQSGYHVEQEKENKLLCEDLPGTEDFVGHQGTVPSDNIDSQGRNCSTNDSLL
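Tango cell line, 1% FBS DMEM; cpd titration up to 46 microM; 18 hr, 37 degrees C, 5% CO2. Luciferin/ATP substrate mix added, 15 min RT, luminescence. %Activity, CRC fitting, curve-class categorization.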
NTMT1 inhibitor: blocks human N-terminal methyltransferase 1 activity | hit rate 2.5% among 59,000 | Q9BV86 | Potency, µM (series often up to 114 µM), for the others: top-dose activity change, negative = inhibition, actives largely listed as inhibitors | NTMT1 MTase-Glo SAH luminescence, purified enzyme;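 note: potency is the fitted concentration of half-maximal effect; plate controls were DMSO vehicle for no effect and no enzyme for full effect; nearly all actives have a fitted effect of over 65% in size; many of its hits are not listed in these tables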
Target sequence (Q9BV86 whole entry, looked up): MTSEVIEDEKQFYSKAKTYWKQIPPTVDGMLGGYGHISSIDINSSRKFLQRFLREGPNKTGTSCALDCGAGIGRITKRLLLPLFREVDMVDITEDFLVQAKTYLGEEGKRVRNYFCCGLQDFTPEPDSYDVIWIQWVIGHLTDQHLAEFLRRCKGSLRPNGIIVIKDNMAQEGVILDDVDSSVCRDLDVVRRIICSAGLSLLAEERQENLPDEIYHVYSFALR
GALK inhibitor: inhibitors of human galactokinase (GALK); P51570; recombinant GALK, Kinase-Glo ATP luminescence, 1 h; Potency, µM (series often up to 57.5 µM), inactives show at the highest dose activity, negative = inhibition, usual class: inhibitors; 44,000 tested, under 10 active;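 note: plate controls were full GALK reaction for no effect and reaction lacking GALK for full effect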
Target sequence (P51570 whole entry, looked up): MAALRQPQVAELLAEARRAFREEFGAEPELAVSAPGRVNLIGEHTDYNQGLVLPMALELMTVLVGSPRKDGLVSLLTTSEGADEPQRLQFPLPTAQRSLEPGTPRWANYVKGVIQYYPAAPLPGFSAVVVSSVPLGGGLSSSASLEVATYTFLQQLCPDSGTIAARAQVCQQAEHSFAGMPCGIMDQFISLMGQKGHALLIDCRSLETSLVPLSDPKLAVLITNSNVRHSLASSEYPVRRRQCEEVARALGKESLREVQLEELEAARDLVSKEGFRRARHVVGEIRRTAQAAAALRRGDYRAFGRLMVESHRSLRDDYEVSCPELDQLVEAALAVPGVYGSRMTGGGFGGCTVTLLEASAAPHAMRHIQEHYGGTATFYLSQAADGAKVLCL
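5 nM GALK with 35 µM ATP and 100 µM galactose in HEPES pH 8.0, MgCl2, NaCl, DTT, BSA; 1 h RT reaction, remaining ATP detected by Kinase-Glo Plus luminescence after 10 min; qHTS concentration series.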
p53null 39C kill: selectivity test: cytotoxicity in p53 null cells, nonpermissive temperature | H1299 p53-null (neo) cells, 39C, ATPlite viability, 24 h | Potency, µM (top dose mostly 46.1 µM), for the others: at the highest dose activity, negative = cell killing, most hits filed as cytotoxic | hit rate 0.97% among 55,000 | AID 904;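 note: potency is the fitted concentration of half-maximal effect; 0% = DMSO only and -100% = full killing by 100 µM tamoxifen; nearly all actives have a fitted effect of over 50% in size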
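Luminescent ATP signal reported cell survival after H1299 lines (neo, p53 null; or p53 A138V) received up to 46 uM compound and 24 hr incubation at 39C.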
p53null 32C kill: kills p53 null cells at the permissive temperature; H1299-neo p53 null cells, ATP luminescence, 24 h, 32C; Potency, µM (series often up to 46.1 µM), without a hit: at the highest dose activity change, negative = cytotoxicity, most hits filed as cytotoxic; hit rate 0.62% among 55,000;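 note: potency is the fitted concentration of half-maximal effect; 0% = DMSO only and -100% = full killing by 100 µM tamoxifen; nearly all actives have a fitted effect of over 55% in size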
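Overnight 37C seeding (600 cells/well) of H1299-neo preceded a 24 hr, 32C exposure to compounds up to 46 uM. ATP levels, read by luminescence after 20 min at RT, indicated surviving cells.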
PTAP-TSG101 blk: blocks PTAP binding to human TSG101, validation; 44,000 tested, under 10 active; Fluorescence polarization, FITC-PTAP peptide/Tsg101, 20 min; Q99816; Potency, µM (highest dose often 115 µM), for inactives: at the highest dose activity change, negative = inhibition, usual class: inhibitors; AID 1347069; note: potency is the fitted concentration of half-maximal effect; 0% is about no effect
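FITC-labeled PTAP peptide (50 nM final) binding to Tsg101 binding domain (10 uM final) read by fluorescence polarization after 20 min at r.t. in HEPES pH 7.5 buffer. Actives by CRC class, <25 µM.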
FH mod: Identification of activators of human fumarate hydratase by quantitative high-throughput screening; Fumarate hydratase, mitochondrial (Homo sapiens), P07954; FH coupled MDH/diaphorase resazurin fluorescence, 15 min; Potency, µM (titrated, usually from 79.9 µM), for the others: at the top dose activity change, negative = inhibition, hits mostly inhibitors; hit rate 0.22% among 54,000; AID 1347055, 2019; note: potency is the fitted concentration of half-maximal effect; % is set by controls: 0 for no effect and ±100 for the full control effect; the screen sought activators but most active calls are inhibition curves; nearly all actives have a fitted effect of over 45% in size
* marks the source's active call; other numbers are inactive results; ? = inconclusive; . = not tested or not shown; [ ] = another dose, or the depositor's remark. Calls come from the whole dose curve; as a rule, active = well fitted curve in the direction sought with a large enough effect; inconclusive = small, poorly fitted or top-dose-only effect, or another doubt; inactive = no such curve, though single readings can be large; an effect the other way counts as inactive or inconclusive. An excerpt; rates above refer to the full screens.

SMILES	B2AR arrestin ag	NTMT1 inhibitor	GALK inhibitor	p53null 39C kill	p53null 32C kill	PTAP-TSG101 blk	FH mod
CCCn1ccc2c(OCC(=O)Nc3cc(C)ccc3C)cccc2c1=O	-1%	3%	-1%	?	-3%	2%	?
Cc1ccc(Cl)cc1-n1ncc2c(NCCCn3ccnc3)ncnc21	0%	8%	-2%	22%	-4%	-2%	?
Cc1oc2ccc(O)c(CN3CCOCC3)c2c1C(=O)Nc1ccccc1	1%	.	-1%	3%	3%	-4%	.
COc1cc(OC)c(NS(=O)(=O)c2cc3c(cc2C)NC(=O)CO3)cc1Cl	0%	2%	1%	?	-9%	-4%	-13%
Cc1ccc(CCNC(=O)c2cn(C)c3ccc(S(=O)(=O)N4CCCCC4)cc3c2=O)cc1	0%	33%[activator]	8%	-15%	5%	-5%	-22%
COc1ccc(-c2cc(C(F)(F)F)nc(SCC(=O)NCc3ccc(F)cc3)n2)cc1	5%	2%	0%	-7%	-6%	2%	-7%
Cc1ccccc1CN1C(=O)c2ccccc2S(=O)c2ccc(C(=O)N3CCOCC3)cc21 (stereo not drawn)	1%	3%	0%	-8%	-8%	1%	0%
CCC(C)NC(=O)c1[nH]c2cc(C)ccc2c1Sc1ccc(Cl)cc1 (stereo not drawn)	-2%	10%	-1%	3%	-9%	-5%	-25%
CC(C)c1ccccc1NC(=O)Cn1cnc2c1c(=O)n(C)c(=O)n2C	1%	.	-1%	-6%	-4%	7%	.
CCOc1cc(CNC(=O)C2COc3ccccc3C2)cc(OCC)c1OCC (stereo not drawn)	0%	14%	0%	-1%	6%	1%	1%
CCC(=O)Nc1ccccc1-c1nc2ccccc2n(C(C)C(=O)Nc2ccc(OC)cc2)c1=O (stereo not drawn)	-3%	-3%	0%	5%	-5%	3%	-7%
CC1CN(c2ccc(Cl)cc2)c2nc3c(c(=O)n(CC(=O)O)c(=O)n3C)n2C1 (stereo not drawn)	0%	-1%	5%	-5%	5%	-6%	2%
COc1ccc(Nc2cc(C(=O)NCc3ccccc3OC)c3ccccc3n2)cc1	2%	-3%	-1%	11%	6%	1%	-8%
CC(C)Oc1ccc(CNC(=O)c2ccc(NC(=O)N3CCSc4ncccc43)cc2)cc1	0%	-17%	1%	11%	6%	-7%	-4%
Cc1ccc2c(c1)C(C)(c1ccccc1)CC(C)(C)N2C(=O)c1ccc(F)cc1 (stereo not drawn)	0%	14%	-3%	21%	33%[activator]	-3%	-6%
CSc1ccc(CNc2ncc(-c3ccccc3)n2C)cc1	-1%	-5%	-1%	-16%	17%	-5%	-12%
O=C(NCC(c1ccc2c(c1)OCO2)N1CCOCC1)c1ccccc1 (stereo not drawn)	0%	7%	3%	-4%	?	2%	-30%
CSc1ccc(CCNC(=O)CCn2c(=O)c3cccn3c3cccnc32)cc1	0%	-3%	1%	?	-4%	-3%	-15%
CCOc1ccc(NC(=O)CSc2oc(-c3ccco3)nc2S(=O)(=O)c2ccccc2)cc1	-2%	4%	6%	-6%	11%	0%	-27%
CC(C(=O)Nc1ccccc1C(F)(F)F)n1nnc2sc3c(c2c1=O)CCCC3 (stereo not drawn)	5%	12%	4%	-16%	-4%	-3%	0%
COc1ccccc1C(=O)Nc1ccc(S(=O)(=O)Nc2ncccn2)cc1	0%	28%	-19%	-11%	-6%	2%	1%
O=C(NCCC1=CCCCC1)c1ccc2c(c1)N(Cc1ccccc1)C(=O)c1ccccc1S2(=O)=O	-2%	8%	-1%	12%	-4%	-2%	-15%
COc1ccc(NC(=O)N(Cc2ccco2)C2CCN(C(C)=O)CC2)c(OC)c1	0%	-20%	1%	-9%	-6%	2%	-8%
CCOC(=O)c1cc(S(=O)(=O)Nc2cc(F)ccc2C)[nH]n1	-1%	-8%	0%	-11%	2%	-15%	-6%
Cc1cccc(OCC(=O)Nc2ccc(C(=O)OCc3cc(=O)n4nc(C5CC5)sc4n3)cc2)c1	-1%	13%	-1%	-4%	-7%	1%	-4%

By substructure: the compounds so far containing an NH in an aromatic ring (2)
SMILES	B2AR arrestin ag	NTMT1 inhibitor	GALK inhibitor	p53null 39C kill	p53null 32C kill	PTAP-TSG101 blk	FH mod
CCC(C)NC(=O)c1[nH]c2cc(C)ccc2c1Sc1ccc(Cl)cc1 (stereo not drawn)	-2%	10%	-1%	3%	-9%	-5%	-25%
CCOC(=O)c1cc(S(=O)(=O)Nc2cc(F)ccc2C)[nH]n1	-1%	-8%	0%	-11%	2%	-15%	-6%

Further compounds follow.
SMILES	B2AR arrestin ag	NTMT1 inhibitor	GALK inhibitor	p53null 39C kill	p53null 32C kill	PTAP-TSG101 blk	FH mod
CCCCNC(=O)c1cc(Sc2ccc(OCC)cc2)nc2ccccc12	-1%	10%	-1%	-13%	-9%	0%	3%
CCc1ccc2occ(CC(=O)Nc3sc4c(c3C(=O)NCCOC)CCCC4)c2c1	0%	-17%	-3%	-20%	8%	-5%	-7%
CCCCN(C)CCCNC(=O)Cn1ncc2c3ccccc3n(Cc3cccc(Cl)c3)c2c1=O	-4%	?	4%	-17%	-1%	51%[activator]	-5%
Cn1c(=O)c2sccc2n2c(CCCC(=O)Nc3ccc(F)cc3F)nnc12	1%	14%	2%	39%[activator]	9%	-6%	-2%
COc1cc(C2c3c(oc4ccccc4c3=O)C(=O)N2c2ccccn2)cc(OC)c1OC (stereo not drawn)	1%	-17%	3%	-14%	2%	-2%	8%
COc1ccc(NC(c2ccc(F)cc2)c2nnc(-c3ccccc3Cl)o2)cc1Cl (stereo not drawn)	-2%	.	2%	-1%	14%	0%	.
Cc1ccc2c(c1)c(=O)c(C(=O)c1ccc3c(c1)OCO3)cn2Cc1ccc(Cl)cc1	-2%	?	-2%	-2%	3%	-7%	-18%
Cc1cc(C)c(Cn2c(CCNC(=O)c3ccco3)nc3ccccc32)c(C)c1	0%	.	-9%	14%	-3%	-8%	.
COCCCn1c(=O)c2sccc2n2c(CCCC(=O)Nc3ccc(F)c(F)c3)nnc12	1%	?	-2%	3%	0%	-1%	5%
Fc1ccc(N2CCN(c3ncnc4onc(-c5ccc(Cl)cc5)c34)CC2)cc1	-1%	3%	-1%	-12%	6%	3%	-10%
Cc1ccc(N2CC(NC(=O)C3CCCCC3)CC2=O)cc1C (stereo not drawn)	-3%	-5%	-1%	-3%	9%	-4%	-1%
Cc1ccc(CSc2nc3cccnc3n2Cc2ccc(C(=O)NCc3cccs3)cc2)cc1	-1%	?	7%	16µM*	?	0%	-11%
Cc1ccc(C)c(NC(=O)CCOc2ccccc2)c1	1%	2%	2%	-5%	3%	0%	-5%
Cc1cccc(-n2cnc3cc(C(=O)NC4CCCCCC4)ccc32)c1	-1%	?	-1%	5%	44%[activator]	0%	-15%
CCc1cccc(C)c1NC(=O)CN1C(=O)C2(SCC(=O)N2c2cccc(F)c2)c2ccccc21 (stereo not drawn)	2%	-18%	2%	8%	7%	-10%	-4%
Cc1ccc(Nc2cc(C(=O)NCc3cccs3)c3ccccc3n2)c(C)c1	-1%	6%	9%	-18%	-5%	-1%	-7%
Cc1ccc(Cn2c(SCc3ccc(C(=O)NCCc4ccccc4)cc3)nc3ccncc32)cc1	-3%	10%	-2%	-10%	22%	2%	1%
CCOC(=O)c1c(C)[nH]c(C)c1S(=O)(=O)N(C)CC(=O)Nc1ccc(C)c(N(C)C)c1	1%	-5%	-2%	?	4%	-6%	-15%
Cc1ccc(S(=O)(=O)NCC(c2ccco2)N2CCOCC2)cc1 (stereo not drawn)	-3%	11%	-9%	4%	5%	-2%	-5%
CCOc1cc(C2c3c(oc4ccc(F)cc4c3=O)C(=O)N2Cc2ccc(C)cc2)ccc1O (stereo not drawn)	0%	7%	-1%	-10%	-8%	-1%	-12%
COc1cc(CCC(=O)NCc2ccc3c(c2)CCN3C(=O)c2ccc(F)cc2)cc(OC)c1OC	14%	-1%	-2%	-8%	-8%	0%	-12%
Cc1ccc(-c2nnc(SCc3ccccc3C)o2)cc1	-2%	9%	-2%	-26%	-11%	-6%	-12%
CCOC(=O)c1c(NC(=O)CSc2cn(CCNC(=O)c3ccccc3OC)c3ccccc23)sc2c1CCC2	1%	-1%	9%	.	.	3%	-22%

Random excerpt: 3 entries already listed
SMILES	B2AR arrestin ag	NTMT1 inhibitor	GALK inhibitor	p53null 39C kill	p53null 32C kill	PTAP-TSG101 blk	FH mod
CCOc1cc(C2c3c(oc4ccc(F)cc4c3=O)C(=O)N2Cc2ccc(C)cc2)ccc1O (stereo not drawn)	0%	7%	-1%	-10%	-8%	-1%	-12%
COCCCn1c(=O)c2sccc2n2c(CCCC(=O)Nc3ccc(F)c(F)c3)nnc12	1%	?	-2%	3%	0%	-1%	5%
Cc1ccc(-c2nnc(SCc3ccccc3C)o2)cc1	-2%	9%	-2%	-26%	-11%	-6%	-12%

A second format for six compounds above.
molecule | B2AR arrestin ag | NTMT1 inhibitor | GALK inhibitor | p53null 39C kill | p53null 32C kill | PTAP-TSG101 blk | FH mod
CCc1ccc2occ(CC(=O)Nc3sc4c(c3C(=O)NCCOC)CCCC4)c2c1 | 0% | -17% | -3% | -20% | 8% | -5% | -7%
Cc1ccc(N2CC(NC(=O)C3CCCCC3)CC2=O)cc1C (stereo not drawn) | -3% | -5% | -1% | -3% | 9% | -4% | -1%
Cc1ccc(CSc2nc3cccnc3n2Cc2ccc(C(=O)NCc3cccs3)cc2)cc1 | -1% | ? | 7% | 16µM* | ? | 0% | -11%
Cc1cc(C)c(Cn2c(CCNC(=O)c3ccco3)nc3ccccc32)c(C)c1 | 0% | . | -9% | 14% | -3% | -8% | .
CCOC(=O)c1c(C)[nH]c(C)c1S(=O)(=O)N(C)CC(=O)Nc1ccc(C)c(N(C)C)c1 | 1% | -5% | -2% | ? | 4% | -6% | -15%
CCCCNC(=O)c1cc(Sc2ccc(OCC)cc2)nc2ccccc12 | -1% | 10% | -1% | -13% | -9% | 0% | 3%
